Bioassay records (PubChem)
uPA surface inh: blocks generation of uPA at the cell surface; cell surface uPA generation assay, qHTS; Potency, µM (series often up to 38.3 µM), inactives show at the top dose activity change, negative = inhibition, usual class: inhibitors; actives 0.31% (n = 330,000); AID 540303; active = well fitted inhibition curve with a large enough effect; inconclusive = small, poorly fitted or top-dose-only effect; inactive = no such curve, though single readings can be large or run the other way; tested in mouse RAW 264.7 cells; note: potency is the fitted concentration of half-maximal effect; nearly all actives have a fitted effect of over 55% in size
KCNH2 3.1 inh: KCNH2 3.1 (human) potassium channel inhibition; U2OS KCNH2 3.1, thallium flux FluxOr; hits give low values; activity change, % (tested at about 1.8 µM); actives 0.95% (n = 340,000);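 active = maximum activity change below -70%; inconclusive = maximum activity change from -70% to -50%; inactive = maximum activity change above -50%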;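 note: thallium influx rate constant from kinetic fluorescence after stimulation buffer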
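Virally transduced U2OS (3.1 isoform, 4 h infection in dark at RT) → overnight 37 C → FluxOr + Red40 in HBSS/HEPES, 45 min → stimulation buffer, 2 min kinetic read → rate constant vs DMSO controls.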
Giardia killer: Giardia lamblia killing; Giardia lamblia trophozoite viability; activity change, % at 7.66 µM, hits read low; actives 0.15% (n = 340,000); AID 540267; in the data active = activity change below about -80%; inconclusive = between about -30% and that limit;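 note: parasites exposed to compound for two days anaerobically before the ATP read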
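Viability, read as ATP luminescence: trophozoites at 100 cells/well, compound added, 48 hrs anaerobic at 37 deg C, then 15-30 min room-temperature development before reading.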
* marks the source's active call; other numbers are inactive results; ? = inconclusive; [ ] = another dose, or the depositor's remark. % is set by controls: 0 for no effect and ±100 for the full control effect. Not all compounds are listed. The share of hits here may be higher or lower than overall.

Results follow in this order: uPA surface inh	KCNH2 3.1 inh	Giardia killer
1: Cc1c(N)cc2c(c1N)C(C)(C)CC2(C)C
  0%	8	3
2: CC(C)(C)c1ccc(-n2ncc3c2CCCC3NC(=O)c2ccncc2)cc1 (centres undefined)
  6%	-28	7
3: O=c1c2ccccc2[nH]c(=S)n1CC1CCCO1 (centres undefined)
  3%	-6	4
4: CN1OC[C@@H]2CN(C(=O)CCc3ccccc3)[C@H](c3cccc(-c4ccccc4)c3)C[C@@H]21
  -3%	26	20
5: O=C1Cc2c(-c3ccccc3)cc(-c3cccc(Cl)c3)nc2-c2ccccc2N1
  6%	-9	65[activator]
6: O=C(Oc1ccc(Br)cc1C(=O)/C=C/c1ccccc1F)c1ccco1
  -6%	-13	-12
7: CC[C@H](C)[C@H]1CNC(=S)N1CC1CCN(CCCCc2ccccc2)CC1
  -3%	-11	18
8: O=[N+]([O-])c1cccc(SSc2cccc([N+](=O)[O-])c2)c1
  -9%	-2	-6
9: O=C(/C=C/Nc1ccc(F)cc1F)c1ccc(Br)cc1
  -6%	-13	9
10: COc1ccc(S(=O)(=O)Nc2ccccc2)cc1
  -1%	2	3
11: CC(=O)NC12CC3CC(C1)CC(C(=O)N1CCN(c4ncccn4)CC1)(C3)C2
  -2%	-4	6
12: CCCOC(=O)c1ccc(NC(=O)COC(=O)C2CCN(c3ccc(C(F)(F)F)cn3)CC2)cc1
  ?	?	22
13: C#CCOCCOCCOCCNc1nc(N2CCOCC2)nc(N2CCN(C(=O)[C@H](CCCCN)n3cc(CCCC)nn3)CC2)n1
  16%	13	-6
14: CCOC(=O)/C(=C\c1ccccc1)C(=O)CCN1CCOCC1
  -1%	-3	-2
15: CC1(C)Nc2ccccc2C(=O)N1c1ccc(Br)cc1
  -10%	1	-24
16: COc1ccccc1NC(=O)NNC(=O)c1ccncc1
  9%	10	-3
17: Cc1nc(-c2ccc(Cl)cc2)sc1C1(C)CC(c2ccc(Cl)cc2)=NO1 (centres undefined)
  0%	-12	-9
18: CC(C)C[C@@H](CN1CCC[C@@H]1CN1C(=O)C(=O)NC[C@@H]1Cc1ccccc1)N1C[C@H](Cc2ccc(O)cc2)N(CCc2ccccc2)C(=O)C1=O
  -15%	19	2
19: COc1cc(NC(=O)CCC(=O)N2CCN(S(=O)(=O)c3ccc(C)cc3)CC2)cc(OC)c1
  -9%	5	31[activator]
20: O=C(O)C(Cc1ccc(O)c([N+](=O)[O-])c1)N1C(=O)c2ccccc2C1=O (centres undefined)
  2%	-3	-4
21: O=C(NCc1cccc(Br)c1)C1CC2Cn3c(nc4ccccc43)C2N1Cc1ccccc1 (centres undefined)
  3%	-15	0
22: C#CCOCCOCCOCCNc1nc(N2CCN(C(=O)Cn3cc(CCO)nn3)CC2)nc(N2CCN(C(=O)[C@H](CCCCN)n3cc(CCCC)nn3)CC2)n1
  -24%	-18	13
23: CC1(C)NC(=O)N(CC(=O)OCC(=O)Nc2c(Br)cc([N+](=O)[O-])cc2Br)C1=O
  8%	0	0
24: O=C(C1CCCCC1)N1CCC(c2nc3c(nnn3Cc3ccccc3Cl)c(=O)[nH]2)CC1
  0%	18	-21
25: Cc1cc(Cl)ccc1OCC(=O)N(Cc1ccco1)c1c(N)n(Cc2ccccc2)c(=O)[nH]c1=O
  ?	-24	8
26: O=C1/C(=C/c2ccccc2)CN(C(=O)CCN2CCOCC2)C/C1=C\c1ccccc1
  17%	-41	-18
27: Cn1c(=O)[nH]c(=O)c2c1nc(N1CCNCC1)n2CCOc1ccccc1
  0%	-10	-20
28: COc1ccc(CNC(=O)C2(CC3CC(c4ccccc4)=NO3)CCN(C(=O)CCCCCBr)CC2)cc1 (centres undefined)
  1%	-133*	-7
29: CC1CN(CCc2ccccc2)C(C)C/C1=N/O (centres undefined)
  -5%	-11	26
30: Cn1ccnc1C(=O)Cc1ccc([N+](=O)[O-])cc1
  -3%	1	7
31: O=C(O)C(c1ccccc1)C(O)C1CC=CCC1 (centres undefined)
  -1%	12	14
32: CCn1c(=S)sc2nc(C)sc21
  ?	4	3
33: O=c1[nH]c(=S)[nH]c2scc(-c3ccc(Br)cc3)c12
  -1%	1	-6
34: O=C(NCc1cccc(C(F)(F)F)c1)C1CC2Cn3c(nc4ccccc43)C2N1Cc1ccccc1 (centres undefined)
  3%	-48	-29
35: CN(C(=O)c1cccc(NC(=O)Cc2ccc(NC(=O)C3CCCN(C(=O)CCc4ccccc4)C3)cc2)c1)C1CCCCC1 (centres undefined)
  ?	?	-4
36: CC(C)C[C@@H](CNCC(=O)[C@H](CC(C)C)NC(=O)c1[nH]cnc1C(=O)N[C@@H](C)CN)NC(=O)c1nc[nH]c1C(=O)N[C@@H](Cc1ccccc1)C(=O)O
  -8%	8	12
37: CC1(c2nnc(Cc3ccccc3)o2)CC(c2ccccc2)=NO1 (centres undefined)
  22%	23	14
38: O=C1c2cc(Cl)ccc2-c2c(O)cc(Cl)cc21
  -6%	28	-2
39: Nc1ncnc2c1nc(Br)n2[C@@H]1O[C@@H]2COP(=O)(O)O[C@H]2[C@H]1O
  ?	-5	1
40: CC1=NN(C(=O)c2ccncc2)C(=O)C1N=Nc1ccc2ccccc2c1 (centres undefined)
  -9%	-14	-11

Rewritten as a markdown table: entries from further up
| no. | canonical_smiles | uPA surface inh | KCNH2 3.1 inh | Giardia killer |
| --- | --- | --- | --- | --- |
| 27 | Cn1c(=O)[nH]c(=O)c2c1nc(N1CCNCC1)n2CCOc1ccccc1 | 0% | -10 | -20 |
| 28 | COc1ccc(CNC(=O)C2(CC3CC(c4ccccc4)=NO3)CCN(C(=O)CCCCCBr)CC2)cc1 (centres undefined) | 1% | -133* | -7 |
| 29 | CC1CN(CCc2ccccc2)C(C)C/C1=N/O (centres undefined) | -5% | -11 | 26 |

(continued)
Results follow in this order: uPA surface inh	KCNH2 3.1 inh	Giardia killer
41: CCN1CCN(c2ncc(C(=O)N3CCN(c4ccccc4OC)CC3)c3ccccc23)CC1
  4%	-7	-5
42: COc1ccccc1CNC(=O)c1cc(-c2ccccc2)nn1CC1CC(c2cccnc2)=NO1 (centres undefined)
  9%	-21	30
43: C#CCOCCOCCOCCNc1nc(N2CCN(C(=O)Cn3cc(CCO)nn3)CC2)nc(N2CCN(C(=O)Cn3cc(CC(C)O)nn3)CC2)n1 (centres undefined)
  14%	-2	17
44: Cc1c(NC(=O)CCc2ccc(S(=O)(=O)N3CCOCC3)cc2)c(=O)n(-c2ccccc2)n1C
  2%	3	18
45: O=c1[nH]c(-c2ccccc2)ncc1Oc1ccccc1
  -10%	-41	4
46: Cc1cc(O)c(Sc2ccccc2)c(=O)o1
  3%	-19	-27
47: Cc1ccc(Sc2ncccc2C(N)=O)cc1
  1%	0	-7
48: Cc1c(C(=O)NC(=S)Nc2ccc(NC(=O)c3cccs3)cc2)cccc1[N+](=O)[O-]
  -15%	-11	10
49: COC(=O)c1ccc(NCc2cc(O)ccc2O)cc1O
  -1%	9	-16
50: COc1cc(C2c3cc4c(cc3OC(NNC(N)=S)C2C)OCO4)cc(OC)c1OC (centres undefined)
  -11%	-1	-15
51: CCOC(=O)Cc1csc(NC(=O)c2cc(C)on2)n1
  -2%	-5	?
52: Nc1ccc2cccc(O)c2c1
  -5%	2	2
53: CN(N=O)c1ccc(C=C2C=Cc3ccccc32)cc1
  2%	0	-1
54: O=C(Nc1ccc(Cl)c(C(F)(F)F)c1)[C@@H]1CC=C[C@@H]2CCN(Cc3ccccc3)C(=O)[C@@H]21
  -2%	-10	-15
55: CC(NC(=O)Cc1ccc(S(=O)(=O)N2CCOCC2)s1)c1ccc(Br)cc1 (centres undefined)
  -4%	-36	0
56: CCOC(=O)C1Nc2ccc(C)cc2C2C=CCC12 (centres undefined)
  ?	-6	-1
57: CC(O)(c1ccc(Cl)cc1)C(c1ccccc1)c1ccccn1 (centres undefined)
  5%	13	3
58: O=C(O)C1C2CC(C(Br)C2Br)C1C(=O)O (centres undefined)
  9%	6	-10
59: CC1(NCc2ccc(Cl)cc2)COP(=O)(NCc2ccccc2)OC1 (centres undefined)
  3%	0	-6
60: COc1ccc(C(=O)NCC(C)NC(=O)c2ccc(OC)c(OC)c2)cc1OC (centres undefined)
  -9%	-8	-9
61: O=C(OCc1ccccc1)N1C=CC2CC1c1c(Cl)cccc12 (centres undefined)
  ?	-5	34[activator]
62: COc1cc(C(=O)OCC(=O)c2cc(C)n(CC3CCCO3)c2C)ccc1OCC(=O)N1CCOCC1 (centres undefined)
  -4%	-1	-10
63: CC(C)C[C@@H](CN)NC(=O)c1nc[nH]c1C(=O)N[C@@H](Cc1ccccc1)C(=O)CNC[C@H](C)NC(=O)c1nc[nH]c1C(=O)N[C@@H](CC(C)C)C(=O)O
  11%	-12	5
64: O=c1[nH]c(=O)n(C(c2ccccc2)(c2ccccc2)c2ccccc2)cc1N(CCO)CCO
  13%	-20	-10
65: COC(=O)c1ccc(NC(=O)c2ccccc2C(=O)Nc2ccc(C(=O)OC)cc2)cc1
  -2%	-9	45[activator]
66: CCOc1ccc(NC(=O)c2c(N)n(C)c(=O)[nH]c2=O)cc1
  -13%	16	13
67: Cc1ccccc1Nc1nc(N)nc(COC(=O)[C@@H](NC(=O)c2ccco2)C(C)C)n1
  2%	9	-3
68: COC(C/C=C/[C@@H](O)[C@@H](C)OCc1ccccc1)OC
  6%	-8	?
69: CCC(c1nnnn1C(C)(C)C)N(Cc1cccs1)Cc1cc2cc(C)c(C)cc2n2nnnc12 (centres undefined)
  7%	-6	2
70: OCCN1CCN(CC/C=C2/c3ccccc3CSc3ccccc32)CC1
  ?	-1	-18

20 compounds out of the list, ordered by molecular weight, lowest first.
Results follow in this order: uPA surface inh	KCNH2 3.1 inh	Giardia killer
52: Nc1ccc2cccc(O)c2c1
  -5%	2	2
56: CCOC(=O)C1Nc2ccc(C)cc2C2C=CCC12 (centres undefined)
  ?	-6	-1
53: CN(N=O)c1ccc(C=C2C=Cc3ccccc32)cc1
  2%	0	-1
68: COC(C/C=C/[C@@H](O)[C@@H](C)OCc1ccccc1)OC
  6%	-8	?
49: COC(=O)c1ccc(NCc2cc(O)ccc2O)cc1O
  -1%	9	-16
66: CCOc1ccc(NC(=O)c2c(N)n(C)c(=O)[nH]c2=O)cc1
  -13%	16	13
57: CC(O)(c1ccc(Cl)cc1)C(c1ccccc1)c1ccccn1 (centres undefined)
  5%	13	3
61: O=C(OCc1ccccc1)N1C=CC2CC1c1c(Cl)cccc12 (centres undefined)
  ?	-5	34[activator]
58: O=C(O)C1C2CC(C(Br)C2Br)C1C(=O)O (centres undefined)
  9%	6	-10
59: CC1(NCc2ccc(Cl)cc2)COP(=O)(NCc2ccccc2)OC1 (centres undefined)
  3%	0	-6
60: COc1ccc(C(=O)NCC(C)NC(=O)c2ccc(OC)c(OC)c2)cc1OC (centres undefined)
  -9%	-8	-9
67: Cc1ccccc1Nc1nc(N)nc(COC(=O)[C@@H](NC(=O)c2ccco2)C(C)C)n1
  2%	9	-3
65: COC(=O)c1ccc(NC(=O)c2ccccc2C(=O)Nc2ccc(C(=O)OC)cc2)cc1
  -2%	-9	45[activator]
48: Cc1c(C(=O)NC(=S)Nc2ccc(NC(=O)c3cccs3)cc2)cccc1[N+](=O)[O-]
  -15%	-11	10
50: COc1cc(C2c3cc4c(cc3OC(NNC(N)=S)C2C)OCO4)cc(OC)c1OC (centres undefined)
  -11%	-1	-15
64: O=c1[nH]c(=O)n(C(c2ccccc2)(c2ccccc2)c2ccccc2)cc1N(CCO)CCO
  13%	-20	-10
54: O=C(Nc1ccc(Cl)c(C(F)(F)F)c1)[C@@H]1CC=C[C@@H]2CCN(Cc3ccccc3)C(=O)[C@@H]21
  -2%	-10	-15
69: CCC(c1nnnn1C(C)(C)C)N(Cc1cccs1)Cc1cc2cc(C)c(C)cc2n2nnnc12 (centres undefined)
  7%	-6	2
62: COc1cc(C(=O)OCC(=O)c2cc(C)n(CC3CCCO3)c2C)ccc1OCC(=O)N1CCOCC1 (centres undefined)
  -4%	-1	-10
63: CC(C)C[C@@H](CN)NC(=O)c1nc[nH]c1C(=O)N[C@@H](Cc1ccccc1)C(=O)CNC[C@H](C)NC(=O)c1nc[nH]c1C(=O)N[C@@H](CC(C)C)C(=O)O
  11%	-12	5
